# Sm TGR block = blocks Schistosoma mansoni thioredoxin glutathione reductase | actives 3% (n = 360,000) | Potency, µM (doses to about 114 µM), for the others: at the top dose activity change, negative = inhibition, hits mostly inhibitors | AID 485364 | purified TGR, DTNB reduction, TNB absorbance 405 nm | Q962Y6; further: potency means the concentration at half of the fitted maximal effect; nearly all actives have a fitted effect of over 60% in size
#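 TGR 20 nM + NADPH 100 uM (dispensed conc.), cpd preinc 15 min RT; start with NADPH (500 uM addition) then DTNB (15 mM addition). Kinetic TNB absorbance, 405 nm filter. Four-parameter Hill fit across titration.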
# Giardia FBPA inh = Giardia lamblia aldolase inhibition; A8B2U2; purified Giardia FBPA; actives 0.71% (n = 290,000); Potency, µM (titrated, usually from 59.6 µM), inactives show top-dose activity, negative = inhibition, usual class: inhibitors; further: potency means the concentration at half of the fitted maximal effect; nearly all actives have a fitted effect of over 55% in size
# Target sequence (A8B2U2 whole entry, looked up): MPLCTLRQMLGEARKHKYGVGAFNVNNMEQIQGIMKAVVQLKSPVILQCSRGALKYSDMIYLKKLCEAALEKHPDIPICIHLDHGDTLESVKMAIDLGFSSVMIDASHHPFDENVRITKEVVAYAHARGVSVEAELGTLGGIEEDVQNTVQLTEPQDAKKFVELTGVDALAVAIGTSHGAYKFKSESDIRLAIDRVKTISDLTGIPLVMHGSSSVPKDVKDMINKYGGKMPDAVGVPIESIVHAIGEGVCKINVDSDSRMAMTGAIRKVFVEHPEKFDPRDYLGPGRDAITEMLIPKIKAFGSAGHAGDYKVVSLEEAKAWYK
#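 40 nM FBPA preincubated 10 min at RT with compound (up to 57.5 uM final), then substrate plus GAPDH/TPI/NAD/arsenate coupling and diaphorase/resazurin added. Fluorescence read after 20 min at RT, 525/598 nm.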
# AmpC detergent = AmpC beta-lactamase inhibition with detergent present; P00811; AmpC hydrolysis of nitrocefin, absorbance 480 nm, 0.01% Triton; Potency, µM (titrated, usually from 114 µM), without a hit: top-dose activity change, negative = inhibition, usual class: inhibitors; actives 0.041% (n = 370,000);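 further: potency means the concentration at half of the fitted maximal effect; 0% = no-compound wells and -100% = no-enzyme wells; nearly all actives have a fitted effect of over 25% in size; some results filed as inactive show a strong effect at the top dose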
# Target sequence (P00811 whole entry, looked up): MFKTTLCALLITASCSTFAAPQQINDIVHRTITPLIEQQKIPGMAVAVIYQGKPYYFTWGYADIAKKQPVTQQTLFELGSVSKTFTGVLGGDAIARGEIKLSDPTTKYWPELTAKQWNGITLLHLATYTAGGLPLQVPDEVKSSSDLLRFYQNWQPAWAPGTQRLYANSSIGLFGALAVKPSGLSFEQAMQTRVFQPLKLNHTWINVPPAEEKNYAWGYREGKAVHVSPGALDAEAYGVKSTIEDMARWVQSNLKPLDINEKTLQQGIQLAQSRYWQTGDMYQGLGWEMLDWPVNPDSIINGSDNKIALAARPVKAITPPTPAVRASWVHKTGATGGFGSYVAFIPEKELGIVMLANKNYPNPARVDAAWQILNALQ
#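 20 mM phosphate pH 7.0 + 0.01% (detergent screen) or 0.0001% Triton X-100; 5.3 nM AmpC reagent; cpd preinc 15 min RT; nitrocefin (800 uM stock) to start; A480 q20 s × 4 min; Activity was normalised to no-enzyme and no-compound control wells.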
# HCMV antiviral = blocks human cytomegalovirus replication | HFF cells, HCMV-luciferase reporter, 72 h; stronger effect = lower value | activity change, negative = inhibition, % at 57.5 µM | actives 4.5% (n = 410,000); in the data active means activity change below about -60%; inconclusive means no clear call, values can overlap the other calls; inactive means above about -39%
#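 HFF cells seeded 16 h at 37C, treated with compounds, infected with luciferase-reporter HCMV at MOI 1 PFU/cell; luciferase read at 72 h post infection, normalized to buffer-only and Salinomycin controls.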
# AMA1-RON2 inh = inhibitors of Plasmodium falciparum AMA1-RON2 interaction. Potency, µM (highest dose often 58.2 µM), for the others: top-dose activity change, negative = inhibition, actives largely listed as inhibitors. actives 0.2% (n = 360,000). AlphaScreen AMA1-biotinylated RON2 peptide binding. AID 720542;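 further: potency means the concentration at half of the fitted maximal effect; 0% = vehicle wells and -100% = peptide control; nearly all actives have a fitted effect of over 45% in size; some results filed as inactive show a strong effect at the top dose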
#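 AMA1 (3D7) with his tag at 25 nM final met compounds first, then biotinylated RON2 peptide at 25 nM; detection used donor plus acceptor beads, 10 µg/mL apiece, read by AlphaScreen after 30 min at room temperature.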
# HCV inhibitor = blocks hepatitis C virus; Huh7.5.1 HCVcc-Cre infection, luciferase reporter, 44 h; Potency, µM (highest dose often 41.8 µM), without a hit: at the highest dose activity change, negative = inhibition, most hits filed as inhibitors; actives 3.4% (n = 340,000); AID 651820; further: potency means the concentration at half of the fitted maximal effect
#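 After 44 h co-culture of compound, cells and HCVcc-Cre (~0.5 moi), substrate is added for 15 min at room temperature and luciferase measured over 15 sec. Cells were seeded at 1,000/well and pre-cultured 4 h.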
# Active calls of the source: *; ? = inconclusive; · = not tested or not shown; & = joins results of further samples; [ ] = remark or other dose. Unless noted, the call rests on the fitted dose curve; in most records, active means well fitted curve in the direction sought with a large enough effect; inconclusive means small, poorly fitted or top-dose-only effect, or another doubt; inactive means no such curve, though single readings can be large; an effect the other way counts as inactive or inconclusive. Unless noted, on the % scale 0 is the no-effect control and ±100 the full control effect.
# Sample of the layout, 11 compounds:
item	SMILES	Giardia FBPA inh	AmpC detergent	Sm TGR block	HCV inhibitor	AMA1-RON2 inh	HCMV antiviral
1	O=C(Nc1cccc(C(F)(F)F)c1)c1csc(-c2ccncc2)n1	-22%	-7%	-11%	-8%	-9%	?
2	Cc1ccc(N2C(=O)C3C4C=CC(CNC(=S)N5CCN(c6ccccc6)CC5)(O4)C3C2=O)cc1 (configuration not stated)	-4%	2%	2.5µM*	-21%	-23%	-32
3	Cn1nc(C(=O)N2CCN(S(=O)(=O)/C=C/c3ccccc3)CC2)c2ccccc2c1=O	5%	-10%	-3%	1%	5%	-36
4	O=C(Nc1nncs1)c1cc(-c2ccco2)nc2ccccc12	·	·	·	14%	16%	6
5	CCC(=O)c1ccc(OCC(O)CNC(C)c2ccccc2)cc1 (configuration not stated)	-3%	-8%	3%	?	10%[11.6 µM]	?
6	N#Cc1c(Nc2ccc(F)cc2)sc(C(=O)c2ccccc2)c1N	9%	-11%	1%	?	-4%	84
7	COc1cc(NC(=O)CCc2c(C)nc3c4c(C)cc(C)nc4nn3c2C)cc(OC)c1	·	29%	-13%	·	·	-36
8	Cn1c(SCC(=O)NNC(=O)c2ccc(Cl)cc2)nnc1-c1cccnc1	2%	-12%	13%	9%	63%[activator]	-8
9	CC(NC(=O)CN(c1ccc(Cl)cc1)S(C)(=O)=O)c1ccccc1 (configuration not stated)	-2%	-10%	0%	3%	-2%	-21
10	CCCC(=O)Nc1nnc(-c2ccc3c(c2)OCCO3)o1	-20%	?	2%	6%	68%[activator]	5
11	CCn1c(CC(=O)Nc2ccccc2OC)nnc1SCC(=O)Nc1ccccc1F	2%	?	-1%	-12%	-9%	?

# Main list, from the first entry:
item	SMILES	Giardia FBPA inh	AmpC detergent	Sm TGR block	HCV inhibitor	AMA1-RON2 inh	HCMV antiviral
1	O=C(Nc1cccc(C(F)(F)F)c1)c1csc(-c2ccncc2)n1	-22%	-7%	-11%	-8%	-9%	?
2	Cc1ccc(N2C(=O)C3C4C=CC(CNC(=S)N5CCN(c6ccccc6)CC5)(O4)C3C2=O)cc1 (configuration not stated)	-4%	2%	2.5µM*	-21%	-23%	-32
3	Cn1nc(C(=O)N2CCN(S(=O)(=O)/C=C/c3ccccc3)CC2)c2ccccc2c1=O	5%	-10%	-3%	1%	5%	-36
4	O=C(Nc1nncs1)c1cc(-c2ccco2)nc2ccccc12	·	·	·	14%	16%	6
5	CCC(=O)c1ccc(OCC(O)CNC(C)c2ccccc2)cc1 (configuration not stated)	-3%	-8%	3%	?	10%[11.6 µM]	?
6	N#Cc1c(Nc2ccc(F)cc2)sc(C(=O)c2ccccc2)c1N	9%	-11%	1%	?	-4%	84
7	COc1cc(NC(=O)CCc2c(C)nc3c4c(C)cc(C)nc4nn3c2C)cc(OC)c1	·	29%	-13%	·	·	-36
8	Cn1c(SCC(=O)NNC(=O)c2ccc(Cl)cc2)nnc1-c1cccnc1	2%	-12%	13%	9%	63%[activator]	-8
9	CC(NC(=O)CN(c1ccc(Cl)cc1)S(C)(=O)=O)c1ccccc1 (configuration not stated)	-2%	-10%	0%	3%	-2%	-21
10	CCCC(=O)Nc1nnc(-c2ccc3c(c2)OCCO3)o1	-20%	?	2%	6%	68%[activator]	5
11	CCn1c(CC(=O)Nc2ccccc2OC)nnc1SCC(=O)Nc1ccccc1F	2%	?	-1%	-12%	-9%	?
12	CCOc1ccc(C2c3c(oc4ccccc4c3=O)C(=O)N2CCCN2CCOCC2)cc1OCC (configuration not stated)	-17%	?	22µM*	-1%	12%	9
13	O=C(c1ccccc1)c1nc2c(n1O)CCCCC2	-14%	8%	12%	-5%	-1%	-26
14	O=C1/C(=C/c2cccs2)SC(=S)N1N1CCOCC1	6%	2%	?	-15%	-20%	?
15	CCOc1cc(-c2ccc(OC(=O)c3ccccc3F)cc2)cc(=O)c2c(C)oc(C)c12	·	30%	-15%	·	·	64
16	Nc1ncc(P(=S)(N2CCOCC2)N2CCOCC2)s1	4%	-15%	0%	32%[activator]	-5%	5
17	CN(C)S(=O)(=O)c1ccc(C(=O)OCCCN=C2NS(=O)(=O)c3ccccc32)cc1	3%	-4%	30%	14%	-1%	53
18	Cc1ccc(NC(=O)CSc2nncn3c2cc2sccc23)cc1F	·	-3%	-3%	·	·	-20
19	Cc1onc(-c2c(F)cccc2Cl)c1C(=O)Nc1cccc(S(=O)(=O)NC2=NCCC2)c1	·	-16%	-2%	-25%	23%	-7
20	COc1ccc(-c2ncc(CN3CCN(CCC(C)C)C(CCO)C3)cn2)cc1 (configuration not stated)	1%	-4%	-13%	?	-8%	-11
21	CCN1CCN(Cc2nc3c(c(=O)n(C)c(=O)n3C)n2CCCc2ccccc2)CC1	-2%	?	0%	·	·	·
22	Cc1ccc(CCNC(=O)c2cc3c(-c4ccccc4F)nn(C)c3s2)cc1	·	4%	-1%	·	·	-14
23	CCOC(=O)/C(=N\Nc1ccccc1)c1csc(Nc2ccc(C)cc2)n1	-2%	-5%	-3%	?	-6%	19
24	CCCNC(=O)c1ccc2nc(CCc3ccccc3)oc2c1	·	-1%	8%	·	·	33
25	CCOc1ccc(NC(=O)c2nc(S(=O)(=O)Cc3ccccc3F)ncc2Cl)cc1	·	11%	7.1µM*	·	·	-100*
26	CCOC(=O)c1ccc(NC(=S)N2CCC(C(N)=O)(N3CCCCC3)CC2)cc1	2%	5%	6%	?	-11%	?
27	COc1cccc(-c2nc(SCC(=O)N3CCc4ccccc43)c3c(=O)n(C)c(=O)n(C)c3n2)c1	·	17%	6%	·	·	33
28	COC(=O)C1=C(C(=O)OC)[C@@H]2N(C)c3ccc(OC)cc3[C@@]23C[C@@H](C(=O)OC)N(S(=O)(=O)c2ccc(OC)cc2)C3=N1	-2%[12.9 µM]	-5%	-9%	?	-28%	-2
29	CCc1ccc(N2CC(C(=O)N3CCN(c4ccccn4)CC3)CC2=O)cc1 (configuration not stated)	·	0%	-5%	-20%	-7%	-7
30	Cc1nn(CC(=O)N2CCCC2)c(=O)c2nn(-c3ccccc3)c(C)c12	4%	-8%	-4%	14%	16%	18
31	COc1ccc(NC(=S)NC2CCCCCC2)c(OC)c1	3%	4%	8%	?	-8%	-77*
32	CCCN1C(=O)/C(=C/c2c(N3CCNC(=O)C3CC(=O)OCC)nc3c(C)cccn3c2=O)SC1=S (configuration not stated)	-20%	-1%	-1%	?	4%	·
33	Fc1ccccc1OCCCCCN1CCCC1	1%	-8%	-2%	4%	2%[2.32 µM]	-20
34	COc1ccc(NC(=O)c2cn3c4c(ccc(Cl)c4c2=O)OC(C)C3)cc1OC (configuration not stated)	·	-13%	-8%	·	·	-13
35	CSc1cccc(Nc2cc(C(=O)NCCCN(Cc3ccccc3)C(C)C)c3ccccc3n2)c1	·	-1%	16%	·	·	-104*
36	O=C(Nc1cccs1)Nc1c(F)cc(F)cc1Br	0%	?	-6%	8%	2%	-33
37	COc1ccc(N2CCN(CC(O)COc3ccc(C)c(C)c3)CC2)cc1 (configuration not stated)	-27%	-1%&3%	-10%&-14%	-5%	-26%	?
38	CCc1nnc(NS(=O)(=O)c2ccc(NC(=O)c3cc4ccccc4oc3=O)cc2)s1	3%	-9%	-13%	-3%	·	-2
39	COc1ccccc1OCCn1c(-c2ccc(Br)cc2)nc2ccccc2c1=O	·	12%	-1%	·	·	21
40	Cc1cc(-c2onc(C)c2C(=O)Oc2ccc(Cl)cc2)no1	-2%	-2%	-2%	0%	24%	-4
41	O=C(NCCc1ccccc1)/C(=N\O)c1ccccc1	1%	-2%	-3%	21%	4%	48
42	Cn1cc(C(=O)N2CCCCC2)c2ccccc21	9%	-8%	3%	-3%	0%	-20
43	Cc1ccc(C(C(=O)NC2CCCCC2)N2CCOCC2)cc1 (configuration not stated)	3%	-12%	-1%	-1%	-9%	?
44	Cc1cc(C)c(C#N)c(N2CCN(C(=O)C3COc4ccccc4O3)CC2)n1 (configuration not stated)	·	-1%	4%	?	-2%	-3
45	O=C(Nc1nccs1)c1ccccc1[N+](=O)[O-]	-2%	?	-9%	4%	-2%	30
46	COc1ccc(S(=O)(=O)NCCc2c(C)nn(C)c2Oc2ccccc2)cc1	5%	0%	-10%	?	3%	-19
47	O=C(Nc1nonc1NC(=O)C1CCCCC1)C1CCCCC1	7%	1%	-2%	?	29%	?
48	N#Cc1nc(Cc2cccc3ccccc23)oc1N1CCCCC1	-3%	?	34%	-20%	?	14
49	CC(=O)c1cc(C)ccc1OC(=O)CCN1C(=O)C2C3c4ccccc4C(c4ccccc43)C2C1=O (configuration not stated)	-7%	-10%	25%	6%	-3%	23
50	O=C(NCc1ccccc1F)C1CCN(Cc2cc3ccccc3n2Cc2cccc(Cl)c2)CC1	·	9%	13µM*	·	·	2
51	CCOc1ccc(CNC(=O)c2ccc(NC(=O)N3CCCCc4ccccc43)cc2)cc1	·	11%	23%	·	·	4
52	COc1ccc(-c2cc(C(F)(F)F)nc(-n3cncn3)n2)cc1	1%	-1%	0%	-28%	0%	-2
53	O=C(CN1CCN(C(=O)c2ccco2)CC1)Nc1cccc(S(=O)(=O)N2CCCC2)c1	·	8%	-36%	-8%	-1%	-12
54	COC(=O)c1cc2sccc2n1CC(=O)N1CCCc2ccccc21	-13%	-2%	-16%	-23%	-7%	-31
55	CO[C@H]1/C=C/O[C@@]2(C)Oc3c(C)c(O)c4c(O)c(c(C=NN5CCN(C)CC5)c(O)c4c3C2=O)NC(=O)/C(C)=C\C=C\[C@H](C)[C@H](O)[C@@H](C)[C@@H](O)[C@@H](C)[C@H](OC(C)=O)[C@@H]1C	·	?	-4%	2%	-1%	3
56	COc1ccc(-c2nn(-c3ccc(C)cc3)c3c2cnc2ccc(C)cc23)cc1OC	·	0%	-2%	·	·	15
57	CCOC(=O)N1C2=NC(C(=O)OC)=C(C(=O)OC)[C@@H]3N(Cc4ccccc4)c4ccccc4[C@]23C[C@H]1C(=O)OC	3%[12.9 µM]	·	·	13%	-5%	·
58	CCOC(=O)CSc1nc2c(c(=O)[nH]1)C(C)(CC)Cc1ccccc1-2 (configuration not stated)	-24%	-17%	14%	?	2%	41
59	O=C(COC(=O)C1CC1)NC(=O)c1ccccc1	·	1%	3%	10%	-1%	36
60	NC(=O)CSc1ncc2c(n1)-c1ccccc1N(Cc1ccccc1)S2(=O)=O	·	2%	0%	·	·	0

# (list continues)
item	SMILES	Giardia FBPA inh	AmpC detergent	Sm TGR block	HCV inhibitor	AMA1-RON2 inh	HCMV antiviral
61	COc1ccc(S(=O)(=O)N2CC(=O)Nc3ccccc32)cc1Cl	18%	5%	1%	22%	-9%	19
62	CCN(Cc1ccccc1)Cc1c(C)[nH]c2c(C)c(C)ccc2c1=O	3%	1%	-19%	10%	9%	-5
63	CN1CCC(NCCC(c2ccc(F)cc2)c2ccc(Cl)cc2)CC1 (configuration not stated)	14µM*	3%	-21%	2µM*	17%	-97*
64	CCCc1nnc(NS(=O)(=O)c2ccccc2)s1	-15%	?	-18%	0%	11%	37
